LYPLA1 counter = counter-screen for PME1 inhibitors: inhibitors of human LYPLA1 | recombinant LYPLA1, FP-Rh probe fluorescence polarization | inhibition, % at 5.9 µM | 320,000 compounds, 0.16% hits | AID 2174;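 active = inhibition above the mean of all tested compounds plus 3 SD, set per campaign, cut at about 14% in these data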;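 also: inhibitors block serine hydrolase probe labeling of LYPLA1 so polarization falls; 0% = enzyme with DMSO and 100% = wells lacking LYPLA1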
PAFAH2 inh = PAFAH2 (human) inhibition; Q99487; recombinant PAFAH2, FP-rhodamine activity probe, fluorescence polarization; inhibition, % at 3.39 µM; 340,000 compounds, 0.99% hits; AID 492956;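 active = inhibition above the mean over all tested compounds plus 3 SD, cut at about 30% in these data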;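 also: inhibitors block probe labeling of enzyme so polarization drops; 0% = enzyme with DMSO and 100% = wells lacking PAFAH2 protein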
PAD4 FP inh = blocks human protein arginine deiminase 4 | Q9UM07 | recombinant PAD4, RCA probe fluorescence polarization | AID 485272 | inhibition, % at 6.36 µM | 330,000 compounds, 0.41% hits;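 active = percent inhibition above a cutoff equal to the mean of all tested compounds plus 3 SD, cut at about 15% in these data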;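 also: 0% = PAD4 with RCA probe and DMSO and 100% = probe without PAD4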
pPAFAH FP inh = inhibitors of human plasma PAF acetylhydrolase (pPAFAH) | recombinant pPAFAH, FP-rhodamine probe fluorescence polarization | inhibition, % at 3.39 µM | 330,000 compounds, 1.5% hits;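 active = inhibition above the mean inhibition across the screen plus 3 SD, cut at about 25% in these data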;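 also: inhibitors block binding of the rhodamine activity-based probe so polarization drops; 0% = enzyme with DMSO and 100% = wells lacking pPAFAH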
GSTO1 inh = blocks human GSTO1 in RBBP9 counter-screen. AID 1974. inhibition, % at 5.96 µM. recombinant GSTO1, activity-based probe fluorescence polarization. P78417. 300,000 compounds, 1.1% hits;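 active = inhibition above the campaign mean inhibition plus 3 SD, cut at about 35% in these data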;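 also: 0% = GSTO1-1 with DMSO and 100% = wells lacking GSTO1-1 enzyme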
Target sequence (P78417 whole entry, looked up): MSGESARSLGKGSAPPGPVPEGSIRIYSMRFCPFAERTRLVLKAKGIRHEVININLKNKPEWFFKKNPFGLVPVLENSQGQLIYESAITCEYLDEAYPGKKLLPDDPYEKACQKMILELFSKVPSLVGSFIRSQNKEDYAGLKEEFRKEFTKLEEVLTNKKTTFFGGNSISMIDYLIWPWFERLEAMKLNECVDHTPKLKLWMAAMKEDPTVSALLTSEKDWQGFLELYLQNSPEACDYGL
PAFAH1B2 inh = PAFAH1B2 (human) inhibition; P68402; recombinant PAFAH1B2, FP-rhodamine activity probe, fluorescence polarization; inhibition, % at 3.39 µM; 340,000 compounds, 1.2% hits;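 active = inhibition above the mean of all tested compounds plus 3 SD, cut at about 24% in these data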;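 also: 0% = enzyme with DMSO and 100% = wells lacking PAFAH1B2; many of its hits are not listed in these tables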
Fam108B inh = Fam108B inhibition, counter-screen for RBBP9 inhibitors; recombinant Fam108B, FP-Rh probe fluorescence polarization; inhibition, % at 9.51 µM; 300,000 compounds, 0.33% hits; AID 1947;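 active = inhibition above the screen mean inhibition plus 3 SD, computed separately per campaign, cut at about 18% in these data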;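 also: inhibitors lower polarization as less probe binds the enzyme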
PAFAH1B3 inh = inhibitors of human PAFAH1B3; AID 492972; inhibition, % at 3.39 µM; recombinant PAFAH1B3, FP-rhodamine probe, fluorescence polarization; Q15102; 340,000 compounds, 0.28% hits;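 active = inhibition above the screen-wide average of all tested compounds plus 3 SD, cut at about 25% in these data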;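 also: 0% = enzyme with DMSO only and 100% = wells lacking PAFAH1B3 protein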
Target sequence (Q15102 whole entry, looked up): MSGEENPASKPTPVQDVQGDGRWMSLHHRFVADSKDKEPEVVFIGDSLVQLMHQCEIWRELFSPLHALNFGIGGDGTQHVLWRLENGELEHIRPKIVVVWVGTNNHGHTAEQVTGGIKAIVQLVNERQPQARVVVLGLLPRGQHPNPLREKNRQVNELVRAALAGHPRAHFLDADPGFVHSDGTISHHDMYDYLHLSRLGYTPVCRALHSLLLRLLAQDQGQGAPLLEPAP
PME-1 inh = blocks human protein phosphatase methylesterase 1. recombinant PME-1, FP-Rh probe fluorescence polarization. inhibition, % at 5.9 µM. 320,000 compounds, 0.53% hits;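 active = inhibition above the campaign mean of all compounds plus 3 SD, cut at about 26% in these data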;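 also: competitive labeling of PME-1 active site by serine hydrolase directed probe; 0% = PME-1 with DMSO and 100% = wells lacking PME-1 enzyme; inhibitors block probe labeling so polarization falls and inhibition rises; many of its hits are not listed in these tables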
Target sequence (Q9Y570 whole entry, looked up): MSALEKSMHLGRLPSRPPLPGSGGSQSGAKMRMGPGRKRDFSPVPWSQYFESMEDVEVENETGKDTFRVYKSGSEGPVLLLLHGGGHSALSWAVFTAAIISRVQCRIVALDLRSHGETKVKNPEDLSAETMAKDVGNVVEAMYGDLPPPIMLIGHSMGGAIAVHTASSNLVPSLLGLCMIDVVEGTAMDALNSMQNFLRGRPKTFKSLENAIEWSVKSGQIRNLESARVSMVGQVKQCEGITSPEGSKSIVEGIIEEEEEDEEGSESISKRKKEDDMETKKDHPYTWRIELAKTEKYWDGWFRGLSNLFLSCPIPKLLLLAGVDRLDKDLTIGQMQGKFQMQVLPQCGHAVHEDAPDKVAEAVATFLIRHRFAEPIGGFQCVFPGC
* marks the source's active call; other numbers are inactive results; / = no result given. These rows are one share of the data (hit frequency here may not be typical).

SMILES	LYPLA1 counter	PAFAH2 inh	PAD4 FP inh	pPAFAH FP inh	GSTO1 inh	PAFAH1B2 inh	Fam108B inh	PAFAH1B3 inh	PME-1 inh
Cc1cc(C)nc(SCC(=O)n2c3c(c4ccccc42)CCCC3)n1	-2	5	0	-2	3	2	-1	3	-3
CN(CC(=O)NCc1ccncc1)S(=O)(=O)c1ccc2ccccc2c1	-1	5	-1	2	1	2	1	5	-1
CC(Sc1nnc(COc2ccc(Cl)cc2)n1Cc1ccccc1)C(=O)O (centres undefined)	-2	-3	1	3	6	4	-1	11	-3
CCN(CC)CCCNC(=O)CCC(=O)Nc1ccc2nc(N3CCCCC3)cc(C)c2c1	2	-4	3	6	7	-4	2	8	-7
O=C(CNS(=O)(=O)c1ccccc1)N/N=C/c1ccc(O)cc1	0	12	0	5	-1	0	2	3	0
COc1cc(C2=NC(CO)(CO)CO2)cc(OC)c1OC	3	-4	3	0	-1	1	-5	16	1
CCCCCN=C(N)N/N=C/c1c[nH]c2ccc(OC)cc12	2	10	-1	-3	-3	1	2	13	9
COc1ccccc1C(=O)N1CCN(Cc2nc(CC3CC3)no2)CC1	6	-1	-3	1	9	4	0	8	1
CC(C)N(C(=O)Cn1cc(S(=O)(=O)CC(=O)N2CCOCC2)c2ccccc21)C(C)C	-6	-5	-2	-8	5	1	-5	6	2
COc1ccc(N(C(=O)c2ccco2)C(C(=O)NC2CCCC2)c2ccncc2)cc1OC (centres undefined)	-2	-4	-3	0	4	5	0	-1	-3
COc1ccc(C2CC3(O)CC(C#N)(C(=O)N3)C2(C#N)C#N)cc1 (centres undefined)	-4	1	5	-2	10	4	1	7	1
COc1ccc(NS(=O)(=O)c2cccc(C(=O)N3CCC3)c2)cc1	0	-5	-3	17	-4	6	-3	6	-4
CCOC(=O)C1=C(C)NC(=O)NC1c1ccc(C)o1 (centres undefined)	1	5	0	2	4	-1	-2	-3	2
CC(C)=C(NC(=O)c1ccccc1)C(=O)Nc1cccc(C)c1	-3	-11	0	4	-2	-1	-8	2	-5
COc1ccc(NC(=O)CSc2nnc(-c3ccc(F)cc3)o2)cn1	1	3	-1	-5	/	0	/	2	1
COc1cc(CCC(=O)NCc2ccc3c(c2)OCO3)cc(OC)c1OC	2	1	-2	0	2	6	2	4	-1
O=C(Nc1c(C(=O)c2ccccc2)oc2ccccc12)c1cc(-c2ccccc2O)n[nH]1	-6	-10	5	-7	-1	4	-9	-1	-9
Cc1cc(C)cc(NC(=O)N2CCN(Cc3ccc4c(c3)OCO4)CC2)c1	0	-6	-4	2	5	5	6	6	-2
COc1ccc(C(=O)NC(C)c2ccccc2)cc1Br (centres undefined)	1	5	-6	1	-2	10	-5	3	-6
CCCn1c(N)c(N2CCCCC2)c(=O)n(CC(=O)Nc2cccc(S(=O)(=O)N(C)C)c2)c1=O	/	1	4	3	/	4	/	10	/

Full records as entered above.
CCN(CC)CCCNC(=O)CCC(=O)Nc1ccc2nc(N3CCCCC3)cc(C)c2c1 in the list: LYPLA1 counter: 2; PAFAH2 inh: -4; PAD4 FP inh: 3; pPAFAH FP inh: 6; GSTO1 inh: 7; PAFAH1B2 inh: -4; Fam108B inh: 2; PAFAH1B3 inh: 8; PME-1 inh: -7
Cc1cc(C)cc(NC(=O)N2CCN(Cc3ccc4c(c3)OCO4)CC2)c1 in the list: LYPLA1 counter: 0; PAFAH2 inh: -6; PAD4 FP inh: -4; pPAFAH FP inh: 2; GSTO1 inh: 5; PAFAH1B2 inh: 5; Fam108B inh: 6; PAFAH1B3 inh: 6; PME-1 inh: -2

New compounds follow:
SMILES	LYPLA1 counter	PAFAH2 inh	PAD4 FP inh	pPAFAH FP inh	GSTO1 inh	PAFAH1B2 inh	Fam108B inh	PAFAH1B3 inh	PME-1 inh
CSCCC(NC(=O)c1ccccc1Br)C(=O)NCc1ccc(F)cc1 (centres undefined)	-3	5	5	-8	3	5	-3	3	-4
CC(CNC(=O)c1ccccc1Cl)c1ccccc1 (centres undefined)	-4	5	-5	-1	2	4	-1	8	4
C=CCN1C(=O)c2ccc(C(=O)N(CC)CC(=O)Nc3c(F)cccc3F)cc2C1=O	-1	6	0	3	4	1	1	7	0
CCOCCCNC(=O)c1cc(C)nn1-c1ccccc1	2	6	2	3	5	0	0	2	-1
CCCNC(=O)N1CCCC(C(N)=O)C1 (centres undefined)	1	-9	-9	-2	-3	3	-4	2	-5
CCOC(=O)c1c(NC(=S)NC(C)=O)sc(C)c1C	-3	-7	1	-2	5	-5	10	6	7
CC(CC(=O)N1CCN(C(=O)c2ccccc2)CC1)c1ccccc1 (centres undefined)	0	2	0	0	4	0	-1	-1	-3
Cc1nonc1NC(=O)OCCN1CCOC1=O	4	1	4	-3	0	3	2	0	2
CC1Cc2ccccc2N1CC(=O)N(C)c1c(N)n(Cc2ccccc2)c(=O)[nH]c1=O (centres undefined)	-9	0	-4	6	/	-5	/	6	7
CC(=O)c1c(C)n(C)c2ccc(O)cc12	-3	-2	-4	6	4	7	0	-3	-3
Cc1ccccc1N(CC(=O)NCc1ccccc1)C(=O)CCC(=O)Nc1nccs1	-2	1	-2	-2	-2	-3	-4	-1	0
O=C(Cc1ccccc1Cl)Nc1cccnc1	6	-2	0	-4	7	7	5	2	12
COc1cccc(N2CCN(C(=O)c3ccc(Cl)c(NC4=NC5CS(=O)(=O)CC5S4)c3)CC2)c1 (centres undefined)	-2	-2	1	-2	-3	2	-1	3	-3
COc1cc(/C=C2/CCCC(C(=O)C(F)(F)F)=C2O)ccc1O	2	-5	-3	3	8	0	3	4	-1
Oc1ccccc1CN1CCN(C(c2ccccc2)c2ccccc2)CC1	-1	-2	6	3	-3	0	0	-1	-1
COc1ccc(OC)c(NC(=O)c2cc(-c3cc(Cl)ccc3O)n[nH]2)c1	-13	14	-3	12	-8	6	3	12	2
COC(=O)CCC(=O)Nc1ccc(NC(=O)CCC(=O)OC)cc1	0	2	-8	1	-2	0	2	-2	1
Cc1cc([N+](=O)[O-])ccc1NC(=O)CSc1nnc(C)n1C	-1	-2	-4	-1	-1	3	-3	1	-1
O=C(NCC(=O)N1CCCCC1)c1sc2ccccc2c1Cl	-5	-1	-9	1	/	6	/	9	-1
O=C(NNS(=O)(=O)c1ccc(Cl)cc1)c1cc(-c2ccccc2)n[nH]1	4	-1	-3	6	10	6	-5	3	3

An excerpt from above in order of their number in PAFAH2 inh, low to high.
structure,PAFAH2 inh
O=C(Nc1c(C(=O)c2ccccc2)oc2ccccc12)c1cc(-c2ccccc2O)n[nH]1,-10
COc1cc(/C=C2/CCCC(C(=O)C(F)(F)F)=C2O)ccc1O,-5
O=C(NNS(=O)(=O)c1ccc(Cl)cc1)c1cc(-c2ccccc2)n[nH]1,-1
CC1Cc2ccccc2N1CC(=O)N(C)c1c(N)n(Cc2ccccc2)c(=O)[nH]c1=O (centres undefined),0

Looked up above.
Reading of O=C(NNS(=O)(=O)c1ccc(Cl)cc1)c1cc(-c2ccccc2)n[nH]1 in Fam108B inh: -5
Reading of COC(=O)CCC(=O)Nc1ccc(NC(=O)CCC(=O)OC)cc1 in pPAFAH FP inh: 1
Reading of COc1cc(/C=C2/CCCC(C(=O)C(F)(F)F)=C2O)ccc1O in PAFAH2 inh: -5
Reading of CC1Cc2ccccc2N1CC(=O)N(C)c1c(N)n(Cc2ccccc2)c(=O)[nH]c1=O (centres undefined) in PAFAH2 inh: 0

(more compounds)
SMILES	LYPLA1 counter	PAFAH2 inh	PAD4 FP inh	pPAFAH FP inh	GSTO1 inh	PAFAH1B2 inh	Fam108B inh	PAFAH1B3 inh	PME-1 inh
Cn1c(CC(=O)Nc2ccccc2F)nnc1SCC(=O)Nc1ccccc1Br	2	-4	-6	0	0	5	-1	7	2
C/C(=C\c1ccccc1)C(=O)N1CCN(c2cccc(C(F)(F)F)c2)CC1	-1	5	2	8	-2	2	-2	1	-4
Nc1c(N(CCC2=CCCCC2)C(=O)CCCOc2ccccc2)c(=O)[nH]c(=O)n1Cc1ccccc1	0	1	0	4	6	0	-1	4	-5
COc1ccc(/C=C/C(=O)OCC(=O)NCCC2=CCCCC2)cc1OC	0	65*	2	6	0	-2	1	-2	5
COc1cccc(N2CC(C(=O)Nc3nnc(SCC(=O)Nc4ccc(NC(C)=O)cc4)s3)CC2=O)c1 (centres undefined)	-4	-1	4	8	-1	-1	-1	2	6
CC1CCN(CC(=O)Nc2cccc(C(=O)Nc3cccc(C(F)(F)F)c3)c2)CC1	-12	-5	-2	2	-6	-9	-6	-6	-16
C[C@H](CO)N1C[C@H](C)[C@@H](CN(C)C(=O)Nc2ccc3c(c2)OCO3)Oc2ccc(NC(=O)Nc3ccc(C(F)(F)F)cc3)cc2C1=O	/	-17	-2	7	/	7	/	6	/
CC(=O)c1cccc(CN2CCc3ccc(NC(=O)C4CCCO4)cc3C2)c1 (centres undefined)	0	-4	-3	2	2	3	2	6	2
Cc1cc(C)nc(N/N=C/c2cc3c(cc2[N+](=O)[O-])OCO3)n1	1	1	-2	-2	11	3	1	8	-5
CCOC(=O)C1(Cc2ccccc2C)CCCN(C(=O)c2ccccn2)C1 (centres undefined)	-5	-2	-4	0	16	0	1	6	-7
CC1CCN(C(=O)COC(=O)c2cc(=O)[nH]c3ccccc23)CC1	-3	-1	-3	-1	/	4	/	5	-7
O=C(COC(=O)c1cc[n+]([O-])cc1)NCC12CC3CC(CC(C3)C1)C2	-3	2	3	0	2	13	-3	2	2
COc1ccccc1C1=NOC(COC(=O)c2ccc3ccccc3n2)C1 (centres undefined)	1	9	2	20	1	-2	0	9	3
Cc1ccc(C(=O)n2cnnc2N)cc1	-1	5	-6	-6	0	5	0	3	7
